SSB-PriA inh: inhibitors of Klebsiella pneumoniae PriA binding to SSB C-terminal tail; AlphaScreen SSBct-PriA binding, biotinylated peptide; inhibition, % at 33 µM; hit rate 0.6% among 430,000; in the data active means inhibition mostly above about 37%, no sharp cut-off; inactive means mostly below about 20%;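 further: plate controls were negative control peptide for no effect and reference peptide for full effect; strong numbers were not always called active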
SARS 3CLpro inh: SARS-CoV 3CLpro protease inhibition. P0C6X7. recombinant SARS-CoV 3CLpro, quenched FRET peptide cleavage. inhibition, % at 6 µM. hit rate 0.14% among 290,000. AID 1706; in the data active means inhibition above about 12%
Vc quorum ag: inducers of Vibrio cholerae quorum light production without autoinducers; V. cholerae BH1578 lux reporter, luminescence, 6 h; activation, % at 18.7 µM; hit rate 0.16% among 350,000; AID 588436; in the data active means activation mostly above about 9.7%, no sharp cut-off; inconclusive means no clear call, values can overlap the other calls; inactive means mostly below about 3.7%; further: not every result past the cut was called active; inactives centre near 0; reference of the scale not given here
Anthrax LF prot: anthrax lethal factor protease inhibition; hit rate 0.12% among 360,000; inhibition, % at 10 µM; P15917; AID 588501; multiplex microsphere protease cleavage assay, LF; in the data active means inhibition above about 30%; inconclusive means no clear call, values can overlap the other calls; further: plate controls were buffer without enzyme for full effect and enzyme alone for no effect
Target sequence (P15917 whole entry, looked up): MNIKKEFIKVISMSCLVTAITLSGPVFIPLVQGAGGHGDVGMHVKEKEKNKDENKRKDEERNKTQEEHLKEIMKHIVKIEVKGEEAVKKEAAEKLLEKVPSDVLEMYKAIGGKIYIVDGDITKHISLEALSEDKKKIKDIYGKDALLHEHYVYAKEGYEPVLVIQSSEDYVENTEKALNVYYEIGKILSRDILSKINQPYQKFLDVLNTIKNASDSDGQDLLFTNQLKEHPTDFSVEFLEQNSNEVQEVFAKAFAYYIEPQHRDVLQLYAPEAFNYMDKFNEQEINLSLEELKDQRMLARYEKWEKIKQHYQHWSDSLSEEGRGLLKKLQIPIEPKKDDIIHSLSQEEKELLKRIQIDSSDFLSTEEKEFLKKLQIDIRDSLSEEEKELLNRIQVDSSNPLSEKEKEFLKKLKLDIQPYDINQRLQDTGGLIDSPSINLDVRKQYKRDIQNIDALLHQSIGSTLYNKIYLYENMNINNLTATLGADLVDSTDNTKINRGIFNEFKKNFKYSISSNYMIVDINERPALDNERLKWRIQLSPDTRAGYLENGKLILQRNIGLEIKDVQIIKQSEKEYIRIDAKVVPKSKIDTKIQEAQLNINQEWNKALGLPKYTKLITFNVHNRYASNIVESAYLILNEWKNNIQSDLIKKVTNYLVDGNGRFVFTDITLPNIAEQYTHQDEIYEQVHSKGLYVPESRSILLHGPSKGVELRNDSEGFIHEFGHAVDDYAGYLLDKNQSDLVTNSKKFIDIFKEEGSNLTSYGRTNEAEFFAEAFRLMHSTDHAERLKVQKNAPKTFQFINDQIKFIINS
PfHsp40 yeast: restores yeast growth despite PfHsp40 toxicity; S. cerevisiae expressing PfHsp40, growth rescue, ATP luminescence; growth rescue, % at 12.5 µM; hit rate 0.68% among 340,000; in the data active means growth rescue above about 28%, passing the limit was not always enough; inconclusive means no clear call, values can overlap the other calls;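 further: yeast W303a lacking pdr1 and pdr3 grown in galactose medium; growth measured after three days at 30 °C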
MazF activator: MazEF (E. coli) toxin RNase activation. FAM/BHQ RNA-DNA oligo cleavage fluorescence, 5 h. activation, % at 20 µM. hit rate 0.32% among 350,000; in the data active means activation above about 50%
Target sequence (P0AE70 whole entry, looked up): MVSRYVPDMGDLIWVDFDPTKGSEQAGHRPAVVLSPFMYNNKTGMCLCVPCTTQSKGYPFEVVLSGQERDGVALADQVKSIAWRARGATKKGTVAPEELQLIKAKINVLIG
TcdB GH inh: inhibitors of Clostridioides difficile toxin B glycohydrolase; TcdB glycohydrolase enzymatic assay, plate reader; inhibition, % at 9.99 µM; P18177; hit rate 0.24% among 350,000; in the data active means inhibition above about 10%
DUSP3 inh: DUSP3 (human) phosphatase inhibition; P51452; recombinant VHR phosphatase, pNPP absorbance; inhibition, % at 13.3 µM; hit rate 0.52% among 290,000; AID 1654; in the data active means inhibition above about 50%; further: some compounds called inactive have numbers as strong as hits
Y pestis TopoI: inhibitors of Yersinia pestis topoisomerase I. Y. pestis Topo-I cleavage product accumulation, plate reader. activity, % at 10 µM. hit rate 0.064% among 360,000; in the data active means activity above about 50%, passing the limit was not always enough; inconclusive means no clear call, values can overlap the other calls; further: inactives centre near 2
Rv3671c inh: Rv3671c (M. tuberculosis) protease inhibition | hit rate 0.048% among 320,000 | inhibition, % at 5.96 µM; in the data active means inhibition above about 38%;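 further: extracellular domain of Rv3671c used as enzyme; 0% = enzyme with DMSO and 100% = no enzyme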
* hit, by the source's call; i = inactive; u = inconclusive; x = no result given. This is a subset; count on the stated rates, not on these rows.

SMILES	SSB-PriA inh	SARS 3CLpro inh	Vc quorum ag	Anthrax LF prot	PfHsp40 yeast	MazF activator	TcdB GH inh	DUSP3 inh	Y pestis TopoI	Rv3671c inh
O=S(=O)(c1ccccc1)c1ncc(C(F)(F)F)cc1O	-3	0	-6.7	0	-0.6	10	2.0	20	-4	2
Cc1cc(C)n2nc(SCC(=O)Nc3ccc(F)c(F)c3F)nc2n1	1	x	-3.8	0	-1.0	7	0.9	x	1	-7
CC(C)=CCN1CCN(Cc2cnc(N3CCOCC3)s2)CC1CCO (stereo not given)	-18	-1	-0.9	-8	0.0	3	-0.7	44	-9	6
CCOC(=O)c1cc2c(ccn2C)n1CC(=O)N1CCCC(C)C1 (stereo not given)	7	3	-0.3	-2	-0.6	5	x	27	-1	-1
CCN1CCN(S(=O)(=O)c2ccc(Cl)c(C(=O)N(C)Cc3cccc(OC)c3)c2)CC1	-12	x	-0.3	x	-0.2	8	-0.4	x	18	-4
Cc1ccc2nc(NC(=O)CSc3nc4c(c(=O)n3C)SC(C)C4)sc2c1 (stereo not given)	-1	3	0.4	-2	1.8	4	x	12	6	-3
CCc1ccc(NC(=O)CCNS(=O)(=O)c2cccc3nonc23)cc1	-14	2	0.5	-3	-1.0	-6	x	-4	6	-1
CCOc1ccc(CN2CCN(Cc3c(C)nn(CC)c3C)CC2CCO)cc1 (stereo not given)	-3	3	i	-1	-0.3	4	1.6	21	8	-6
CCC(C(=O)OCC(=O)Nc1ccc(OC)cc1OC)c1ccccc1 (stereo not given)	-19	0	-0.5	8	0.5	-6	x	17	-7	-2
C/C(=N\NC(=O)c1ccccc1C)c1cccc([N+](=O)[O-])c1	x	-3	i	1	0.0	4	x	14	10	-10
CCOC(=O)C1CCCN(C2CC(=O)N(c3ccc(N4C(=O)CC(N5CCCC(C(=O)OCC)C5)C4=O)cc3)C2=O)C1 (stereo not given)	4	1	i	1	-0.5	10	x	11	13	-10
O=C1NC(=O)C2(Cc3ccccc3N3CCCC32)C(=O)N1 (stereo not given)	1	0	-0.6	-1	-1.4	-8	x	4	-4	-5
Cc1c(C(C)(C)O)[nH]c2cc(C(F)(F)F)ccc12	3	-2	1.2	-8	2.8	7	0.2	32	-2	0
COc1ccc2nc(C)cc(N/N=C/c3cccc(OC)c3O)c2c1	x	-26	-0.4	-9	2.6	-19	1.9	8	-11	5
C=CCn1c(SCCN)nnc1-c1cccc(S(=O)(=O)N2CCOCC2)c1	4	x	4.5	-2	1.9	-2	0.6	x	1	x
O=C(CC1CCOCC1)Nc1ccc(Cl)c(Cl)c1	-5	5	-0.2	-6	-1.4	-20	-0.7	26	7	8
O=C(CSc1nc2ncccc2[nH]1)c1cccc([N+](=O)[O-])c1	-9	2	i	-1	-0.6	2	x	-4	-7	6
c1ccc(NC2=Nc3ccccc3CS2)cc1	6	-8	i	0	0.6	-1	x	10	-3	-3
COc1ccc(S(=O)(=O)c2ccc(OCC3CO3)cc2)cc1 (stereo not given)	-20	3	0.9	-4	-0.8	-3	0.2	17	6	0
O=C(NC(NNc1ccc([N+](=O)[O-])cc1)(C(F)(F)F)C(F)(F)F)c1ccccc1Cl	-1	2	-0.3	-9	0.6	8	x	2	-12	8
Cc1c(O)c(=O)c2ccccc2n1C	3	-2	-0.4	0	-1.2	-2	-0.9	4	-4	7
O=S(=O)(CCc1nc2ccccc2[nH]1)c1ccc(Br)cc1	4	-1	-0.2	0	0.7	6	x	9	12	-8
Cc1cc(C)c(NC(=O)C2CCCO2)c(C)c1 (stereo not given)	-1	x	-0.6	-3	-0.8	0	1.1	x	0	5
O=C(CSc1nnc(NC(=O)C2CC(=O)N(c3ccccc3)C2)s1)NCC1CCCO1 (stereo not given)	-11	2	i	-3	-0.3	1	1.2	6	9	-5
CCCCN(CC)C(=O)c1cccc(Cl)c1	-12	-3	i	2	0.5	-4	x	-18	1	2
CCOc1ccccc1NC(=O)CN(c1ccc(Cl)cc1)S(C)(=O)=O	-2	1	0.7	-3	0.8	-4	0.4	16	12	2
COc1ccc(-c2csc(/C(C#N)=C/Nc3ccc4c(c3)OCCO4)n2)cc1	0	5	-0.2	-3	1.2	3	0.3	16	-2	7
CCOc1cccc(NC(=O)C2CC(=O)N(c3ccc(F)cc3)C2)c1 (stereo not given)	0	-1	-0.2	-1	0.5	0	0.3	2	-7	-1
CCOc1ccc(NCc2nnc(SCC(=O)Nc3cc(C)on3)n2-c2ccccc2OC)cc1	35	-5	-2.2	-10	0.1	4	-1.3	-5	5	4
NC(=O)c1ccsc1NC(=O)COC(=O)c1cc(Cl)ccc1O	-17	x	i	1	-1.3	-3	-0.2	x	-8	-6
COc1ccc(C(=O)Nc2cc(C)nn2-c2ccc(F)cc2)cc1	-24	-7	-0.5	7	-1.0	3	0.3	5	4	0
Cn1c(NN)nc2ccccc2c1=O	-18	-5	i	1	-0.1	-3	1.7	-1	6	-3
S=C(Nc1ccccc1)N1CCOCC1	8	2	-0.5	0	-0.3	0	0.4	4	-4	7
CCCn1c(C(C)Nc2nc(-c3ccc(C)cc3)cs2)nc2cc(Cl)c(Cl)cc21 (stereo not given)	0	0	2.0	-5	-1.9	-3	-0.3	-7	1	0
COc1cccc(C(=O)NC2CCCc3ccccc32)c1 (stereo not given)	5	-9	-0.1	5	2.6	0	1.3	35	5	-6
COCCNS(=O)(=O)c1ccc(SC)cc1	-27	-5	-0.9	-1	-1.8	2	0.5	13	6	-6
Cc1ccc(-c2c(C(=O)N3CCOCC3)oc(=O)c3ccccc23)cc1	-9	-2	i	-14	-0.5	4	0.5	5	8	4
CC(=O)N(c1ccccc1)c1nc(C)cc(C)c1C#N	-4	-2	i	-1	0.0	9	x	0	-3	6
CNC(=S)n1cnc(N)n1	-18	1	i	3	-0.7	2	-4.9	17	3	-10
CCOc1ccc(N(CC(=O)NN=C2CCN(C)CC2)S(=O)(=O)c2ccc(Br)cc2)cc1	3	2	2.6	-2	1.1	7	0.5	11	4	x
COC(=O)c1c(NC(=O)c2ccccc2F)sc(C(=O)N2CCOCC2)c1C	-20	-3	-0.1	-2	0.0	0	1.6	35	8	-12
CC1(C)Cc2c(sc3[nH]c(=S)n(Cc4ccccc4)c(=O)c23)CO1	-1	-1	-1.9	-3	2.6	-4	2.8	20	-5	-10
CCOc1ncccc1C(=O)OCCCC(=O)c1ccc(Br)cc1	-46	x	-0.6	-2	1.7	0	-0.6	x	43	-4
COc1ccc(/C=C/c2cc(O)cc(OC3OC(CO)C(O)C(O)C3O)c2)cc1 (stereo not given)	-4	x	-0.5	7	-0.6	-4	2.6	x	-4	x
CC[C@H]1C/C=C\Cc2ccccc2[C@H](C(=O)C[C@@H](O)CC(C)=O)OC1=O	-7	x	-1.6	1	-1.4	4	0.7	x	5	4
Cc1cc(CNC(=O)c2cccnc2Cl)c2ccccc2n1	-4	0	-0.4	-2	0.0	5	1.0	-17	10	-2
COc1ccc2c(C)cc(SCC(=O)Nc3cc(C(N)=O)cc(C(N)=O)c3)nc2c1	-2	1	-0.5	-2	-0.9	104*	0.5	-7	-5	-30
CCOCCCN(C)C1CCN(S(=O)(=O)c2csc(C(N)=O)c2)CC1	5	4	-0.9	-2	-1.2	3	1.9	14	1	1
CCn1c(/C=C/c2ccccc2)nc2ccccc2c1=O	-19	5	-0.3	-1	2.0	-1	1.0	11	17	-4
CCn1c(NCc2cccs2)nc2ccccc21	-24	-2	-0.5	-4	-1.9	2	x	6	-7	-6

Other entries:
SMILES	SSB-PriA inh	SARS 3CLpro inh	Vc quorum ag	Anthrax LF prot	PfHsp40 yeast	MazF activator	TcdB GH inh	DUSP3 inh	Y pestis TopoI	Rv3671c inh
Cc1ccc(-c2nc(CN3CCN(c4cnccn4)CC3)c(C)o2)o1	-12	2	x	-7	1.1	2	1.7	-1	3	5
O=C(NC1CCCC1)C(c1cccnc1)N(C(=O)c1csnn1)c1ccc(F)cc1 (stereo not given)	-17	2	-3.8	9	-1.3	8	1.1	6	-2	-4
COc1cc(CC2COC(c3ccc(O)c(OC)c3)C2COC(C)=O)ccc1O (stereo not given)	-1	x	-0.5	-2	3.8	-5	3.9	14	-11	-11
CCN(CC)CCn1c(SCC(=O)NCc2ccccc2)nc2c(sc3ccccc32)c1=O	5	-4	i	1	-0.2	1	0.3	22	-1	-1
O=C1Nc2ccccc2OC1CC(=O)N1CCOCC1 (stereo not given)	-9	-6	-0.6	-7	-0.2	2	-5.5	17	-1	4
O=C(NC(=S)NCc1ccc(-c2nc3ccccc3s2)cc1)c1ccco1	-13	-1	i	-2	0.0	-3	x	30	15	-3
CCOC(=O)c1c(C)n(-c2ccc(C)cc2)c2ccc(O)c(CN(C)C)c12	3	2	-0.3	-2	-0.9	35	-0.8	3	12	-5
CC(C)n1c(-c2ccncc2)n[nH]c1=S	-2	0	i	6	-1.6	8	1.9	18	0	-6
COC(=O)c1sc(N2C(=O)C(O)=C(C(=O)c3ccc(C)o3)C2c2ccco2)nc1C (stereo not given)	-13	0	-0.1	0	-0.7	3	0.8	-3	2	3
CCOc1cc(C(=O)NCCc2ccc(S(N)(=O)=O)cc2)cc(OCC)c1OCC	-2	4	i	0	-0.6	5	0.3	-14	0	-1
O=C(c1ccc(F)cc1)C1CCN(C(=O)c2ccc(F)cc2)CC1	-7	-3	-0.3	12	-0.4	5	1.9	15	7	-2
CCOC(=O)CNC(=O)c1cc(-c2ccc3c(c2)OCCO3)oc1C	-4	2	i	2	-0.4	-5	x	-2	4	-8
CN1C(=O)CC(Sc2ccccc2C(=O)O)C1=O (stereo not given)	2	-3	i	-4	-1.5	7	2.8	13	4	2
C/C(=N\NC(=O)CN1CCCCC1)c1cccc([N+](=O)[O-])c1	x	x	i	1	1.3	10	0.6	x	-5	-4
Cc1cnc(-c2nnc(N(C)C(=O)C3CCCO3)s2)cn1 (stereo not given)	-9	-2	-0.4	-2	-0.8	0	x	17	-2	1
Cc1cc(C)n(C(=O)C(C(=O)c2ccccc2)C(C)C)n1 (stereo not given)	-72	-1	-0.5	0	-0.7	0	1.9	12	-3	2
Cc1noc(C)c1COC(=O)c1cc2c3ccccc3n(C)c2s1	-33	-5	i	u	0.2	-5	3.3	24	5	-24
COc1ccc(-c2noc(CCC(=O)Nc3nc4ccccc4s3)n2)cc1	-5	4	x	x	x	-13	x	6	x	-2
CCSc1ncc(Cl)c(C(=O)Nc2ccccc2Cl)n1	-5	-5	-5.6	0	-0.2	13	-0.1	2	-1	-13
COc1cc(-c2noc(-c3cccs3)n2)cc(OC)c1OC	-12	0	i	0	0.2	-1	x	9	3	-15
Cc1ccc(CNC(=O)C2CCN(S(=O)(=O)N3CCOCC3)CC2)cc1	-7	-2	-0.4	-1	0.3	6	x	4	0	-2
C/C(=N\NC(=O)c1cccc(F)c1)c1ccc(Br)s1	x	-4	-0.3	-1	0.9	15	x	34	-2	9
O=C(CN1CCN(c2ncc(C(F)(F)F)cc2Cl)CC1)NCCNc1ncc(C(F)(F)F)cc1Cl	11	-5	-1.0	-2	294*	-3	x	5	8	2

By substructure: the entries above with a CF3 group (four)
SMILES	SSB-PriA inh	SARS 3CLpro inh	Vc quorum ag	Anthrax LF prot	PfHsp40 yeast	MazF activator	TcdB GH inh	DUSP3 inh	Y pestis TopoI	Rv3671c inh
O=S(=O)(c1ccccc1)c1ncc(C(F)(F)F)cc1O	-3	0	-6.7	0	-0.6	10	2.0	20	-4	2
Cc1c(C(C)(C)O)[nH]c2cc(C(F)(F)F)ccc12	3	-2	1.2	-8	2.8	7	0.2	32	-2	0
O=C(NC(NNc1ccc([N+](=O)[O-])cc1)(C(F)(F)F)C(F)(F)F)c1ccccc1Cl	-1	2	-0.3	-9	0.6	8	x	2	-12	8
O=C(CN1CCN(c2ncc(C(F)(F)F)cc2Cl)CC1)NCCNc1ncc(C(F)(F)F)cc1Cl	11	-5	-1.0	-2	294*	-3	x	5	8	2
